RGS4-Gao reg: modulators of RGS4 binding to Galphao, primary screen, biochemical, multiplexed bead flow cytometry; actives lie on both sides; binding response (% of control), % at 10 µM; 0.33% of 220,000 active; AID 1415, 2008; in the data active = binding response below about 49% or above about 150%; inactive = in between;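 note: fluorescent Galphao activated with aluminum fluoride binding bead-coupled RGS4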
Target sequence (P09471 whole entry, looked up): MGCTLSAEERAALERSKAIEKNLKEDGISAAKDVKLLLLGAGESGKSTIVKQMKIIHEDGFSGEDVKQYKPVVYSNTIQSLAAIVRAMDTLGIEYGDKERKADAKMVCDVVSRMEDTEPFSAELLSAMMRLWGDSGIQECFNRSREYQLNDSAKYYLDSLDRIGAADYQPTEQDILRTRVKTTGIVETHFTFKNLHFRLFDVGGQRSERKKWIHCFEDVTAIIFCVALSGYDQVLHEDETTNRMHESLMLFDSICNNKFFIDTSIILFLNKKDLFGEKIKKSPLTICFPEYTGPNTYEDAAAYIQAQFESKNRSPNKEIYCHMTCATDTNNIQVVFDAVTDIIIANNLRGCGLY
RGS7-Gao reg: RGS7-Galphao binding modulators, primary screen, biochemical, multiplexed bead flow cytometry; actives lie on both sides; binding response (% of control), % at 10 µM; 0.35% of 220,000 active; AID 1439, 2008; in the data active = binding response below about 49% or above about 150%; inconclusive = no clear call, values can overlap the other calls; inactive = in between;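 note: fluorescent Galphao held in activated GDP-AlF4 state binding bead-coupled RGS7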
Avidin fluor: green autofluorescence of compounds with avidin beads – biophysical, 488/530 nm, flow cytometry, artefact control, profiling panel; compound fluorescence 488/530 nm; hits give high values; fluorescence (KMESF) at 10 µM; 0.38% of 220,000 active; in the data active = fluorescence above about 47; note: inactives centre near 10
The depositor's hits bear a star; ? = inconclusive; . = not tested or not shown; [ ] = remark or other dose. This is a subset, so the mix of outcomes need not match the whole.

SMILES	RGS4-Gao reg	RGS7-Gao reg	Avidin fluor
Cn1c(SCc2ccc(C(C)(C)C)cc2)nnc1C1COc2ccccc2O1 (configuration not stated)	98	?	2
S=c1[nH]nc(-c2ccncc2)n1/N=C/c1ccccc1Cl	110	?	6
O=[N+]([O-])c1cccc(C(O)C23CN4CN(CN(C4)C2)C3)c1 (configuration not stated)	109	?	4
Cc1ccc(N=C2NC(=O)/C(=C/c3cccnc3)S2)cc1C	98	?	3
Cn1c(SCCOc2ccc(F)cc2)nnc1-c1ccncc1	97	?	7
CNc1nnc(-c2ccco2)s1	100	?	3
S=C(Nc1cc(Cl)ccc1Cl)Nn1cnnc1	98	?	8
COc1ccc(/C=C(\C#N)c2cc(OC)c(OC)cc2[N+](=O)[O-])cc1	98	?	9
CCOC(=O)c1nn(-c2ccccc2)cc1O	95	?	10
Cn1c(SCC(=O)c2ccccc2)nnc1-c1cccs1	99	?	8
CC1CC(C)CN(CCCNC(=O)c2ccc3c(SCC(=O)O)c4c(nc3c2)CCC4)C1 (configuration not stated)	102	?	6
O=C(O)c1ccccc1C(=O)NC1CCCCNC1=O (configuration not stated)	101	?	7
CCOc1cc2c(cc1/C=C/C(=O)O)OC(C)C2 (configuration not stated)	89	?	10
O=C(O)/C=C/c1cn(-c2ccccc2)nc1-c1cc2ccccc2oc1=O	100	?	6
O=C1CSC(c2cccnc2)N1CCc1ccccn1 (configuration not stated)	101	?	6
C/C=C\C=C/C(=O)Nc1cccc(C2=NOC3(C2)C[C@@H](C(N)=O)N(C(=O)[C@H]2CCC(=O)N2)C3)c1 (some centres not stated)	107	?	7
N=C1C2=C3Sc4ccccc4N3CCCC2=NN1c1cccc(S(=O)(=O)O)c1	-11*	?	-2
Cc1ccc(NC(=O)c2cc([N+](=O)[O-])ccc2N2CCOCC2)cc1S(=O)(=O)N(C)C	100	?	3
O=C(Nc1ccc(F)cc1)C(=O)C1C(=O)Nc2ccccc21 (configuration not stated)	100	?	6
NS(=O)(=O)c1ccc(NNC(=O)c2ccccc2)cc1	99	?	7
COc1cc(CC2COC(=O)C2(O)Cc2ccc(O)c(OC)c2)ccc1O (configuration not stated)	102	?	8
OC(COc1cccc2ccccc12)CN1CCN(c2cccc(Cl)c2)CC1 (configuration not stated)	96	?	7
O=C1C[C@H]2[C@H](CO)[C@@H](OC(=O)c3ccc(-c4ccccc4)cc3)C[C@H]2O1	106	?	14
O=C(Nc1ccc(Cl)cc1)Nc1nc(-c2ccccc2O)cs1	103	?	11
O=[N+]([O-])c1ccccc1-c1ccc(C(=S)N2CCN(c3ccccc3)CC2)o1	100	?	7
Cc1cccn2c(=O)c3cc(S(=O)(=O)c4ccccc4)c(=N)n(CC4CCCO4)c3nc12 (configuration not stated)	99	?	8
CCCN(CCC)Cc1cc(=O)oc2cc3c(cc12)CCC3	103	?	6
CCOC(=O)C(=CNNc1ccsc1C(=O)OC)C(=O)OCC	98	?	5
Cc1csc2c(NC3CCN(Cc4ccccc4)CC3)ncnc12	102	?	8
COc1ccc(OCC(=O)OCC(=O)N2CC(=O)Nc3ccccc32)cc1	101	?	4
C=C1CCN([C@H](C(=O)NCc2cc(OC)c(OC)c(OC)c2)C(C)C)S(=O)(=O)c2ccccc21	93	?	10
COc1ccc(Nc2nc3ccccc3nc2NS(=O)(=O)c2ccc(NC(C)=O)cc2)cc1	102	?	6
COc1cccc(CN2CCNC(=O)C2CC(=O)NCCCn2ccnc2)c1 (configuration not stated)	111	?	4
COc1ccc(N2C(=S)NC3CS(=O)(=O)CC32)cc1 (configuration not stated)	94	?	8
Cc1nnc(Sc2nc3c(c(=O)[nH]c(=O)n3C)n2Cc2ccccc2)s1	102	?	7
NC(N)=NN=C1CCCCCCCCCCC1	97	?	3
Cc1c(NC(=O)c2ccc(Cl)nc2)cccc1-c1nc2cccnc2s1	95	?	8
COc1ccc(Cc2nnc(NC(=O)C(C)C)s2)cc1	105	?	9
Cc1ccccc1C(=O)NC1CCSC1=O (configuration not stated)	100	?	10
Cc1cc(C)c2nc(Cl)c(Cl)nc2c1	100	?	7

Arranged by molar mass (lowest first): three of the compounds above.
SMILES	RGS4-Gao reg	RGS7-Gao reg	Avidin fluor
COc1ccc(Cc2nnc(NC(=O)C(C)C)s2)cc1	105	?	9
COc1ccc(N2C(=S)NC3CS(=O)(=O)CC32)cc1 (configuration not stated)	94	?	8
COc1ccc(Nc2nc3ccccc3nc2NS(=O)(=O)c2ccc(NC(C)=O)cc2)cc1	102	?	6

Next section
SMILES	RGS4-Gao reg	RGS7-Gao reg	Avidin fluor
CCOc1ccc2c(c1)S/C(=C\c1cccs1)C(=O)N2	97	?	7
COc1cc(/C=N/n2cc(-c3ccccc3)[nH]c2=S)cc(OC)c1O	104	?	3
CC(C)c1ccc(NC(=S)N2CCCC(c3ccc(F)cc3)=N2)cc1	109	?	3
O=C(c1ccc(Oc2cc(Cl)cc(Cl)c2)o1)N1CCCCC1	102	?	7
COc1ccc(-c2cc3nc(C)n(N)c(=O)c3s2)cc1	91	?	6
C=CCn1c(=NC(=O)c2cccs2)sc2cccc(OC)c21	98	?	8
O=C1c2cccc3cccc(c23)C(=O)N1Cc1cccnc1	97	?	5
COc1ccc2cnn(-c3ccc(OC(F)(F)F)cc3)c(=O)c2c1OC	88	?	5
Cc1ccc(NCc2nnc(SCC(=O)NNC(=O)Cc3ccccc3)n2C)cc1	95	?	12
CCc1nnc(NC(=O)C2=CCN(S(=O)(=O)c3ccccc3)CC2)s1	96	?	7
Cc1nnsc1-c1onc(C)c1C(=O)O/N=C/c1ccc(Cl)cc1	97	?	5
O=C(Nc1cccc([N+](=O)[O-])c1)c1cccc(C(=O)Nc2cccc([N+](=O)[O-])c2)c1	85	?	6
CCOc1cc(C(=O)CCC(=O)OCC(=O)NC(=O)NCC(C)C)ccc1O	100	?	9
CCC(c1nnc(SCC(=O)Nc2cccc(S(N)(=O)=O)c2)n1Cc1ccccc1)N(C)C (configuration not stated)	104	?	15
CCOc1ccc(N2C(=O)CC(N(CCc3ccc(OC)c(OC)c3)C(=O)/C=C/C(=O)O)C2=O)cc1 (configuration not stated)	105	?	14
COc1ccc(/C=C/C(=O)c2cc(Cl)ccc2O)c(OC)c1	98	?	7
Cc1ccc(S(=O)(=O)N2CCN(c3ccc([N+](=O)[O-])cn3)CC2)cc1	109	?	3
Oc1c(Br)cc(/C=N/NC(=S)NCc2ccco2)cc1Br	104	?	3
C=CCNC(=O)c1ccc2c3n(nc2c1)-c1ccccc1CO3	102	?	8
Cc1cc(C)nc(N2N=C(C(F)(F)F)CC2=O)n1	78	?	7

By substructure: those above with a CF3 group
SMILES	RGS4-Gao reg	RGS7-Gao reg	Avidin fluor
COc1ccc2cnn(-c3ccc(OC(F)(F)F)cc3)c(=O)c2c1OC	88	?	5
Cc1cc(C)nc(N2N=C(C(F)(F)F)CC2=O)n1	78	?	7

(cont.)
SMILES	RGS4-Gao reg	RGS7-Gao reg	Avidin fluor
Nc1nc(N)c2cc(Sc3ccc4ccccc4c3)ccc2n1	111	?	15
Cc1nnsc1C(=O)NNc1ccc(C(C)C)cc1	104	?	4
CCC(C)C(NC(=O)c1ccccc1NC(=O)c1ccccc1)C(=O)O (configuration not stated)	99	?	9
COc1ccc(C(=O)OCC(=O)c2ccc(C)c(S(=O)(=O)N3CCOCC3)c2)cc1OC	74	.	6
COc1ccc(C(=O)C[n+]2ccc3ccccc3c2C)cc1	100	?	7
C#CCOC(=O)Nc1cc(C)n(-c2ccccc2)n1	91	?	3
COc1ccc(CN(CCC(c2ccco2)C(C)C)C(C)=O)cc1OC (configuration not stated)	108	?	6
Cc1cc(C(=O)NNC(=O)c2cccc(C(F)(F)F)c2)no1	96	?	5
O=C(/C=C/c1cccc(F)c1)c1ccc(N2CCOCC2)cc1	77	?	3
C=C(C)[C@@H]1CC=C(C(=O)O)CC1	100	?	6
C/C(=N\NC(=O)c1ccccn1)c1ccc(Cl)cc1	107	?	10
Cc1cc2cc(CNC(=O)C3CCCC3)ccc2n1C	109	?	16
O=C(c1ccco1)N1CCC(N2CCN(c3ccccc3)CC2)CC1	100	?	7
O=C(Nc1ccsn1)c1ccc(Cl)cc1Cl	100	?	7
FC(F)(F)c1ccc(-c2n[nH]c(=S)o2)nc1	99	?	8
CCOC(=O)/C(C)=N/Nc1nc(-c2ccc(NC(C)=O)cc2)cs1	99	?	6
COc1ccc(-c2cccc([C@H]3[C@@H]4C=CCC[C@@]4(C)C(=O)N3Cc3ccccc3)c2)cc1	98	?	8
COc1ccc2c(c1)c(C(=O)N/N=C/c1ccc(Cl)cc1)c(C)n2C	104	?	6
O=C(NCC(O)c1ccccc1)c1ccccc1 (configuration not stated)	105	?	6
NS(=O)(=O)c1ccc(NC(=O)COc2ncnc3sccc23)cc1	103	?	6
COc1cc(/C=N/n2c(-c3ccccc3)n[nH]c2=S)ccc1O	97	?	6
O=C1CSC(=S)N1/N=C/c1ccc(O)c(O)c1O	94	?	5
Clc1nc(N2CCOCC2)ncc1Br	98	?	8
Cc1nnc(SCC(=O)Nc2cc(S(=O)(=O)N3CCCC3)ccc2Cl)s1	98	?	10
Cc1cc(=O)[nH]c(N/N=C/c2cc(C)n(-c3ccccc3)c2C)n1	110	?	7
Cc1ccsc1/C=N/NC(=O)CN1CCN(Cc2ccccc2)CC1	114	?	17
CCOC(=O)C1=C(c2ccccc2)Nc2ncnn2C1c1ccc(C(=O)O)cc1 (configuration not stated)	91	?	6
CCN1C(=O)C2(C(C(=O)c3cc4ccccc4o3)=C(O)C(=O)N2CCCN2CCOCC2)c2ccccc21 (configuration not stated)	99	?	5
COc1ccc(CC(=O)OCC(=O)Nc2ccc(N3CCOCC3)cc2)cc1	101	?	7
Cc1ccc2[nH]c(=O)c(-c3noc(CC(C)C)n3)cc2c1	93	?	5

Complete entries as entered above. Values in the order: RGS4-Gao reg	RGS7-Gao reg	Avidin fluor
CCOC(=O)C1=C(c2ccccc2)Nc2ncnn2C1c1ccc(C(=O)O)cc1 (configuration not stated) in the list: 91	?	6
Cc1ccsc1/C=N/NC(=O)CN1CCN(Cc2ccccc2)CC1 in the list: 114	?	17
Cc1cc(=O)[nH]c(N/N=C/c2cc(C)n(-c3ccccc3)c2C)n1 in the list: 110	?	7
CCN1C(=O)C2(C(C(=O)c3cc4ccccc4o3)=C(O)C(=O)N2CCCN2CCOCC2)c2ccccc21 (configuration not stated) in the list: 99	?	5
Clc1nc(N2CCOCC2)ncc1Br in the list: 98	?	8

Next section.
SMILES	RGS4-Gao reg	RGS7-Gao reg	Avidin fluor
Fc1cc2[nH]cnc2cc1Cl	103	?	8
O=C(CCc1ccccc1)Nc1ccc(S(=O)(=O)N2CCOCC2)cc1	109	?	14
COC(=O)c1cnn(-c2ccccc2)c1/C=N/NC(=S)Nc1ccccc1	97	?	10
OCc1nc2ccc(Cl)cc2[nH]1	106	?	9
CC(C)OP(=O)(OC(C)C)C(NC(=O)c1ccccc1)C(N)=O (configuration not stated)	97	?	4
CN(c1ccccc1)S(=O)(=O)c1cccc(NC(=O)C2CC(=O)N(Cc3ccccc3)C2)c1 (configuration not stated)	102	?	8
Cc1cc(C)cc(NC(=O)CSc2nc(CSc3ccc(Cl)cc3)cc(=O)[nH]2)c1	98	?	10
CC(C)c1nc(Cl)c(C#N)c2c1COC(C)(C)C2	103	?	9
CC1=CC2=NC(=O)/C(=C/c3coc4ccccc4c3=O)C(=N)N2O1	111	?	8
C=CCN(c1ccc(F)cc1)S(=O)(=O)c1cc(C(=O)OCC(=O)N(C)C2CCS(=O)(=O)C2)ccc1Cl (configuration not stated)	101	?	6
CN(CC(=O)Nc1cccc2ccccc12)C(=O)c1cccc(S(=O)(=O)N(C)C)c1	91	?	6
O=C(Cn1cncn1)N/N=C/c1ccccc1Cl	120	?	10
CCC1=C2CC[C@H]3C(=O)N(c4ccccc4)C(=O)[C@H]3[C@H]2[C@@]2(C)C(=NCC3CC3)OC(=O)N2C1=O	104	?	8
O=[N+]([O-])c1ccccc1N/N=C\c1ccccc1F	99	?	9
COc1ccccc1N(Cc1cc(=O)[nH]c2ccccc12)C(=O)c1cccc([N+](=O)[O-])c1	94	?	4
O=c1c2ccccc2cnn1Cc1n[nH]c(=S)n1-c1ccccc1F	94	?	5
CC(C)c1nc2sc3ccccc3c(=O)c2c(=O)n1Cc1ccccc1	117	?	14
CN(C)CCCn1c(=O)n(Cc2ccco2)c(=O)c2c3c(sc21)CCCCC3	99	?	5
CC(=O)N(C1=C(N2CCOCC2)C(=O)c2ccccc2C1=O)c1ccc(C(=O)O)cc1	98	?	8
CCCCNC(=O)CSc1nc2ccc(Nc3nc(N4CCOCC4)nc(N4CCOCC4)n3)cc2s1	100	?	6
CC(=O)Nc1nc(C)c(CCCOc2ccc([N+](=O)[O-])cc2)c(=O)[nH]1	153*[activator]	?	47*
COc1cc(NC(=O)/C=C/c2ccccc2)c(C(=O)O)cc1OC	90	?	3
COc1cccc(NC(=O)Nc2nnc(N3C(C)CCCC3C)s2)c1 (configuration not stated)	100	?	3
Cc1ccc(C(=O)Nc2cccc(C(F)(F)F)c2)cc1NC(=O)c1ccno1	105	?	9
COc1ccc(S(=O)(=O)n2ccc(-c3ccc4c(c3)CCC(C)(C)O4)n2)cc1	99	?	10
Cc1ccc(SC2=C(Sc3ccc(C)cc3)C(=O)c3ccccc3C2=O)cc1	97	?	1
CCOC(=O)Cc1nnc(NC(=O)CSc2nc3ccccc3[nH]2)s1	99	?	11
CNNC(=S)NC1CC2CC1C1C=CCC21 (configuration not stated)	107	?	6
Cc1cccc(NC(=O)CSc2cc(C)c(C#N)c3nc4ccccc4n23)c1	97	?	7
